# N370S GC mod: inhibitors or activators of N370S glucocerebrosidase for Gaucher disease | P04062 | N370S GC spleen homogenate, 4MU-glucoside fluorescence | Potency, µM (series often up to 59.4 µM), without a hit: at the highest dose activity change, negative = inhibition, usual class: inhibitors | 0.092% of 330,000 active | AID 2101;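 further: 0% = full enzyme activity and -100% = no enzyme basal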
# KAT2A inh: GCN5L2 (KAT2A) acetyltransferase inhibition; 0.21% of 390,000 active; GCN5L2 HAT assay, ThioGlo1 CoA-SH fluorescence; Potency, µM (highest dose often 58.9 µM), without a hit: at the highest dose activity change, negative = inhibition, usual class: inhibitors
#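 Enzyme at 20nM final was mixed with library compounds for 15 min at room temperature. Peptide H3(1-25) at 75uM, acetyl-CoA at 70uM and ThioGlo1 at 50uM were then added. Plates were read immediately and after 20 min (Ex340nm/Em540nm).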
# FEN1 inhibitor: human FEN1 inhibition | Recombinant FEN1 flap cleavage, fluorescence, 15 min | 0.35% of 390,000 active | AID 588795 | P39748 | Potency, µM (doses to about 114 µM), without a hit: at the highest dose activity change, negative = inhibition, actives largely listed as inhibitors; further: nearly all actives have a fitted effect of over 65% in size
# Target sequence (P39748 whole entry, looked up): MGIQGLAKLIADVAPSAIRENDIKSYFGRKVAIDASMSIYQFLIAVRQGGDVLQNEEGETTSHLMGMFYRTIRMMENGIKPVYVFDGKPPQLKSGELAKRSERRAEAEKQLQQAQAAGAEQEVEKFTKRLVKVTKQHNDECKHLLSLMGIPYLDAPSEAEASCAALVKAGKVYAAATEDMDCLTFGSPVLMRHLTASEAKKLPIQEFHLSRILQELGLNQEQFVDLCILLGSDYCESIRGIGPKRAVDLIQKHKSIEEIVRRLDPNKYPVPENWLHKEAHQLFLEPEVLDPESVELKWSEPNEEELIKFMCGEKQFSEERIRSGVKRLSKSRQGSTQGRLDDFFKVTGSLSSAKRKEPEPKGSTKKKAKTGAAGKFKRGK
#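 FEN1 at 10 nM preincubated with compounds 15 min at room temperature, then flap DNA substrate added at 50 nM final. Signal read at 0 and 15 min; concentration-response fitted with four-parameter Hill equation.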
# The depositor's hits bear a star; ? = inconclusive; . = no result given; & = joins results of further samples; [ ] = another dose, or the depositor's remark. The call rests on the fitted dose curve; in most records, active means well fitted curve in the direction sought with a large enough effect; inconclusive means small, poorly fitted or top-dose-only effect, or another doubt; inactive means no such curve, though single readings can be large; an effect the other way counts as inactive or inconclusive. Unless noted, on the % scale 0 is the no-effect control and ±100 the full control effect; potency means the concentration at half of the fitted maximal effect.
SMILES,N370S GC mod,KAT2A inh,FEN1 inhibitor
CCCC(=O)Nc1ccc(NC(=O)c2ccccc2)nc1,-2%,-7%,-16%
CCN(c1ccc(NC(=O)COC(=O)c2ccc3ccccc3n2)cc1)C(C)C,2%,-6%,-7%
O=c1[nH]c([N+](=O)[O-])nn1C(c1ccccc1)c1ccccc1,-2%,-2%,0%
O=C(CSc1ccc2nnc(CCNS(=O)(=O)c3ccccc3)n2n1)Nc1ccccc1C(F)(F)F,.,1%,17%
CC(CC(=O)NCc1ccccc1)C1CCCO1 (stereo not drawn),2%,0%,-15%
O=C(COC(=O)CSc1nnc(-c2ccc(Cl)cc2)o1)Nc1cc(Cl)cc(Cl)c1,?,-4%,-4%
CC12CCC(CC1=O)C2(C)C (stereo not drawn),-8%&9%,-5%,-5%
Cc1cc(C)c2c(=O)cc(C(=O)NCc3ccc(S(N)(=O)=O)cc3)oc2c1,.,2%,14%
CCOC(=O)CN=C1CC(C)(C)CC2=C1Sc1ncnc(N(C)C)c1N2,-4%,-8%,-11%
COc1cc(/C(C)=N/NC(=O)c2ccc(CSc3nncn3C)cc2)cc(OC)c1OC,-24%,-11%,-4%
COc1ccccc1N1CC(C(=O)NCCC2=CCCCC2)CC1=O (stereo not drawn),.,3%,-11%
CSc1ccc(/C=N/NC(=O)CN2CCN(Cc3ccc(Cl)cc3)CC2)cc1,-3%,-4%,-3%
CCOc1ccccc1C1C(C(=O)Nc2ccccc2)=C(C)Nc2c(C(=O)Nc3ccc(F)cc3)cnn21 (stereo not drawn),.,-8%,-6%
Cc1cccc(N2CCN(CCCNc3ncnc4onc(-c5ccc(F)cc5)c34)CC2C)c1 (stereo not drawn),.,24%,-17%
O=C(CCS(=O)(=O)c1cccc2nsnc12)NCc1ccccc1Cl,4%,2%,-3%
COc1ccc(C(=O)NN2CCOCC2)cc1,-7%,1%,17%
Cc1ccc(NC(=S)NCc2ccc(Cl)cc2)c(C)c1,?,0%,0%
CC(=O)NC1=NN(C(C)=O)C(C)(c2ccccc2)S1 (stereo not drawn),0%,-3%,-3%
COc1ccc(NC(=O)c2cccc(N3C(=O)C4CC=C(C)CC4C3=O)c2)c(OC)c1 (stereo not drawn),1%,-6%,-18%
O=C(NCc1ccccc1)/C(=C/c1ccccc1)NC(=O)c1ccco1,4%,-3%,2%
CC1(C)CC(=O)C(=Cc2cn(CCC#N)nc2-c2ccc(F)cc2)C(=O)C1,0%,-5%,-10%
CC(C)NCC(O)COc1ccc2c(c1)CCC2 (stereo not drawn),1%,47%[activator],0%
Cc1cc(C)c(S(=O)(=O)c2ccc(C(C)(C)C)cc2)c(Cl)n1,13%,-2%,?
COc1ccc(OC)c(CN2CCN(C(=O)c3ccc(F)cc3)CC2)c1,-1%,-3%,-3%
O=C(COc1cc(Cl)c(Cl)cc1Cl)Nc1ccc([N+](=O)[O-])cc1Cl,2%,7%,17%
O=C(Cc1ccccc1)NCc1ccc(F)cc1,-1%,-25%,-2%
COc1cc2c(cc1OC)C(COc1ccc3c(C)cc(=O)oc3c1)N(C(=O)C(C)C)CC2 (stereo not drawn),.,-2%,-4%
COc1ccc2c(c1)c1nc3ccccc3nc1n2CCCN1C(=O)c2ccccc2C1=O,2%,-1%,5%
COc1cc(C2NC(=O)NC(C)=C2[N+](=O)[O-])cc(OC)c1OC (stereo not drawn),2%,2%,0%
NS(=O)(=O)c1ccc(CCNC(=O)COC(=O)/C=C/c2ccc(OC(F)F)cc2)cc1,-2%,-8%,5%

# A stretch of the results above, as a working copy:
SMILES,N370S GC mod,KAT2A inh,FEN1 inhibitor
O=C(Cc1ccccc1)NCc1ccc(F)cc1,-1%,-25%,-2%
COc1cc2c(cc1OC)C(COc1ccc3c(C)cc(=O)oc3c1)N(C(=O)C(C)C)CC2 (stereo not drawn),.,-2%,-4%
COc1ccc2c(c1)c1nc3ccccc3nc1n2CCCN1C(=O)c2ccccc2C1=O,2%,-1%,5%
COc1cc(C2NC(=O)NC(C)=C2[N+](=O)[O-])cc(OC)c1OC (stereo not drawn),2%,2%,0%
NS(=O)(=O)c1ccc(CCNC(=O)COC(=O)/C=C/c2ccc(OC(F)F)cc2)cc1,-2%,-8%,5%

# Remaining list, next part:
SMILES,N370S GC mod,KAT2A inh,FEN1 inhibitor
Cc1cccc(C)c1OCc1cc(C(=O)N2CC3C[C@@H]4CC2C[C@H](C3)C4)no1,30%,1%,-2%
Cc1cc(C)cc(C(=O)NCCc2csc(-c3ccc(C(F)(F)F)cc3)n2)c1,.,-16%,-13%
Cc1nc(-c2coc3c(CN(C)C)c(O)ccc3c2=O)cs1,2%,-20%,1%
O=C(O)COC(=O)C1C(c2ccccc2)C(C(=O)O)C1c1ccccc1 (stereo not drawn),5%,-1%,-2%
COC(=O)c1cc(Br)c(=O)n(-c2ccc(C(C)=O)cc2)c1,6%,2%,.
CCOC(=O)c1cccc(NC(=S)NCc2ccc(C)cc2)c1,23%,0%,3%
COc1ccc(C(=O)NC2CC(C)(C)Cc3occc32)cc1 (stereo not drawn),7%,-19%,-8%
CC(Cl)C(=O)NN=C(c1ccccc1)c1ccccc1 (stereo not drawn),8%,1%,-11%
O=C1c2ccccc2C(=O)C1c1ccc(O)cc1,0%,-3%,-2%
O=C(Cc1ccccc1)NC(Nc1ccccc1)C(Cl)(Cl)Cl (stereo not drawn),1%,0%,-19%

# Some of the entries so far, tab-delimited.
molecule	N370S GC mod	KAT2A inh	FEN1 inhibitor
CCCC(=O)Nc1ccc(NC(=O)c2ccccc2)nc1	-2%	-7%	-16%
COc1ccc2c(c1)c1nc3ccccc3nc1n2CCCN1C(=O)c2ccccc2C1=O	2%	-1%	5%
CC(Cl)C(=O)NN=C(c1ccccc1)c1ccccc1 (stereo not drawn)	8%	1%	-11%
O=C(NCc1ccccc1)/C(=C/c1ccccc1)NC(=O)c1ccco1	4%	-3%	2%
Cc1ccc(NC(=S)NCc2ccc(Cl)cc2)c(C)c1	?	0%	0%

# (further entries)
SMILES,N370S GC mod,KAT2A inh,FEN1 inhibitor
CCCCNc1cc(NC(C)=O)cc2cc(OC)c(OC)cc12,6%,-2%,2%
Cc1ccccc1N=Cc1cccc(O)c1O,-2%,-19%,50µM*
Cc1ccccc1OCC(=O)NCc1ccccc1,4%,-1%,2%
Cc1ccc(OCCCCn2c(CCNC(=O)C(C)(C)C)nc3ccccc32)cc1,.,-10%,-12%
COc1cccc(NC(=O)CN(C)C(=O)c2ccc(-c3ccc(Cl)cc3)o2)c1,7%,-9%,-23%
COc1ccc(S(=O)(=O)N(C)CC(=O)NCc2cccnc2)cc1C,0%,-15%,-5%
O=C(NCc1ccc(F)cc1)c1cnc(N2CCCCC2)c2ccccc12,.,-3%,1%
Cc1cc(NC(=O)CSc2nnc(-c3cccnc3)n2Cc2ccccc2)no1,-3%,-5%,1%
CO/N=C/NC(=O)c1ccc([N+](=O)[O-])c(CS(=O)(=O)c2ccc(Cl)cc2)c1,-28%,-11%,3%
CCOC(=O)c1cccc(NS(=O)(=O)c2c(C)[nH]c(C)c2C(=O)N2CCCC2)c1,-16%,-1%,0%
CS(=O)(=O)c1ccc(Cl)c(NC(=O)CSc2nnc(-c3cccs3)n2N)c1,.,-3%,-2%
CN1C(C(=O)NCc2ccco2)CC2Cn3c(nc4ccccc43)C21 (stereo not drawn),-2%,0%,-17%
CCCc1nn2c(=O)cc(COC(=O)c3cccc(NC(=O)COc4ccccc4C)c3)nc2s1,.,25%,18%
CCN(CC)CCCn1c(=S)[nH]c2cc(Cl)ccc2c1=O,5%,1%,13%
Cc1ccc(S(=O)(=O)N(C)C)cc1NC(=O)COC(=O)Cc1cccs1,-6%,-4%,0%
CC1=C(C(=O)OC(C)C)C(c2cccc(F)c2)n2ncnc2N1 (stereo not drawn),17%,-5%,-5%
O=C(Nc1ccccc1)N1CCN(Cc2ccc(Cl)cc2)CC1,-3%,-8%,-1%
CCCOC(=O)c1cc(=O)[nH]c2ccccc12,0%,-1%,3%
Cc1ccc(C(=O)Nc2cccnc2)cc1S(=O)(=O)N1CCOCC1,13%,2%,-12%
CCN(CC)c1nc(N)c2c(N)n(-c3ccccc3C)c(=S)c(C#N)c2c1C#N,25%,-9%,-6%
COc1ccc(-c2nc3n(n2)C(c2ccc(O)cc2)C(C(=O)Nc2cccnc2)=C(C)N3)cc1OC (stereo not drawn),.,-15%,0%
O=C(Nc1nnc(-c2ccccc2Cl)s1)C1CCN(S(=O)(=O)c2ccc(Cl)cc2)CC1,5%,-6%,-4%
O=C(COc1cccc(Cl)c1)N/N=C\c1cc2ccccc2nc1Cl,8%,-2%,2%
COC(=O)c1ccc(NC(=S)NC(=O)c2c(-c3ccccc3)noc2C)cc1,5%,-5%,-21%
CCC1CN(C(=O)NCc2ccc(F)cc2)c2cc(Cl)ccc2O1 (stereo not drawn),0%,-2%&-9%,3%&-8%
CCOC(=O)N1CCN(C(=O)c2ccc(OCC)c(OCC)c2)CC1,4%,1%,-4%
COc1ccc(-c2noc(C3CCCN(C(=O)c4cccc(F)c4)C3)n2)cc1 (stereo not drawn),6%,-20%,-24%
O=C(NCCOC(=O)c1c(F)cccc1Cl)c1c(F)cccc1Cl,-13%,-14%,-11%
COc1cc(NC(=O)Cn2cc(S(=O)(=O)c3ccccc3)c(=O)c3ccccc32)cc(OC)c1,.,-6%,11%
CCCc1cc(=O)n2[nH]c(NC(=O)c3ccc(C(C)(C)C)cc3)nc2n1,.,-2%,11%
CN1C(=O)C(C)(C)c2cc(S(=O)(=O)N3CCCCCC3)ccc21,-14%,-3%,11%
CCOc1ccc(Br)cc1S(=O)(=O)Nc1ccc(C(=O)Nc2ccccc2OC)cc1,11%,-6%,-10%
Cc1ccc(C(c2cc(Br)ccc2O)N2CCSCC2)cc1 (stereo not drawn),9%,-7%,5%
COC(=O)C1=C(C)N(Cc2ccccc2)C(=O)N[C@H]1c1cccs1,12%[12.8 µM],22%,-22%
Cc1ccc(NC(=O)C2CCC(N3C(=O)C4CCCCC4C3=O)CC2)cc1 (stereo not drawn),-6%,-4%,-9%
CCN(CC)CCSc1nc2ccccc2c(=S)n1-c1ccccc1,0%,-3%,0%
CCN(Cc1ccccc1)S(=O)(=O)c1ccc(C(=O)N(CCCN(C)C)c2nc3ccc(F)cc3s2)cc1,-24%,-8%,3%
O=C(O)C1CC(=O)N(C2CCCCCC2)C1 (stereo not drawn),2%,0%,-2%
O=C(NCc1ccccn1)c1cccc(NS(=O)(=O)c2cccc(Cl)c2)c1,9%,-6%,0%
O=c1c2ccc(Cl)cc2[nH]c(=S)n1CCCN1CCOCC1,-5%,0%,2%
O=C1C=C(NCc2ccc(Cl)cc2Cl)C2(CCCCC2)O1,.,-2%,5%
O=C(NCCOc1ccccc1)c1cncc(Br)c1,-3%,0%,4%
Cc1cc(C)n(CCN(C)c2nc3nonc3nc2N2CCCCC2)n1,4%,7%,8%
O=C(CSc1nnc(-c2ccc3c(c2)OCCO3)o1)NC1CCCCC1,-14%,-8%,.
Cn1cc(S(=O)(=O)NCc2ccc(Cl)cc2)c(=O)n(C)c1=O,9%,-15%,-2%
COc1cc(C(=O)NCc2ccc3c(c2)CCN3C(=O)c2ccncc2)cc(OC)c1OC,.,-8%,-9%
O=C(Nc1ccc(NC(=O)c2cc3ccccc3o2)cc1)c1ccccc1,.,-4%,11%
Cc1sc(NC(=O)/C=C/c2ccco2)c(C(=O)OC(C)C)c1C,19%,0%,-3%
Cc1cc(C)nc(SCc2nnc(SCC(=O)Nc3nc(-c4ccccc4)cs3)n2-c2ccccc2)n1,4%,-5%,-13%
COc1cccc(NC(=S)NC2CC3CCCC(C2)N3C2CCCC2)c1 (stereo not drawn),-1%,3%,2%

# Additional structures:
SMILES,N370S GC mod,KAT2A inh,FEN1 inhibitor
CCOc1nc(NCCN2CCOCC2)nc(NC(C)C)n1,-1%,2%,1%
CCc1ccc(OCc2nnc(SCC(=O)Nc3cccc(C(=O)N4CCOCC4)c3)o2)cc1,5%,0%,-2%
Cc1ccc2nc(SCC(=O)NCCCN3CCCC3=O)[nH]c2c1,.,3%,-1%
Cc1ccc(S(=O)(=O)N2CCN3CCCC3C2)cc1 (stereo not drawn),3%,-1%,-17%
O=C(NCCSCc1c(F)cccc1Cl)c1ccc(CN2CCOCC2)cc1,-7%,0%,-4%
Cc1ccc(N2CC(C)Cn3c2nc2c3c(=O)n(Cc3cccc(Cl)c3)c(=O)n2C)cc1 (stereo not drawn),.,1%,5%
c1ccc(CSc2nnc(-c3ccco3)n2Cc2ccco2)cc1,18%,-2%,-16%
Cc1sc2ncnc(NCC3COc4ccccc4O3)c2c1C (stereo not drawn),15%,-13%,-23%
Cc1ccccc1NC(=S)/C(=C(\[O-])c1cc(C)n(Cc2ccccc2Cl)c1C)[n+]1ccccc1,1%,-2%,-4%
Cc1cc(NC(=O)CSc2nnc(C3COc4ccccc4O3)o2)no1 (stereo not drawn),-9%,-1%,4%
CCc1ccc(C2CC(=O)N(c3cccc(C(F)(F)F)c3)C3=C2C(=O)OC3)cc1 (stereo not drawn),.,2%,-4%

# Bioassay records (PubChem BioAssay)
